PGE2 EP2 inh – human EP2 receptor antagonists, primary screen, TR-FRET cAMP, C6 glioma cells; C6 glioma cells expressing human EP2; cells stimulated with saturating PGE2; 260,000 compounds, 0.52% hits; Prostaglandin E2 receptor EP2 subtype (Homo sapiens), P43116; inhibition, % at 25 µM;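 active = percent inhibition above 40 after rounding to a whole number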;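 also: rat C6 glioma host cells with rolipram phosphodiesterase inhibitor present; the protocol text gives 20 µM as final concentration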
Target sequence (P43116 whole entry, looked up): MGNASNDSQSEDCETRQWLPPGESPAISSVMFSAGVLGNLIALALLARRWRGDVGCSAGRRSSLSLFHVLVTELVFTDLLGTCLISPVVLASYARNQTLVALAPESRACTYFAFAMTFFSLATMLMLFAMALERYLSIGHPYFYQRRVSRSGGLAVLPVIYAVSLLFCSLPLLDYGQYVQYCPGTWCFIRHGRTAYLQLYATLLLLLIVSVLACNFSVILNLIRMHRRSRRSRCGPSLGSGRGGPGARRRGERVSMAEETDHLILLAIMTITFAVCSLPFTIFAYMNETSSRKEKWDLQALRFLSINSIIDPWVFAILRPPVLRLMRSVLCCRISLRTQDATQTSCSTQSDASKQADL
Active calls of the source: *.

cpd | smiles | PGE2 EP2 inh
1 | CC1(c2nnc(-c3ccccc3)o2)CC(c2c(Cl)cccc2Cl)=NO1 (centres undefined) | 10
2 | C/C=C(\C)C(=O)NCCN1C2=NC[C@H](Cc3ccccc3)N2C[C@@H]1Cc1ccc(OC)cc1 | 1
3 | OCCCn1c(C2CCCN2c2nc(-c3ccc(Cl)cc3)cs2)nc2cc(C(F)(F)F)ccc21 (centres undefined) | 8
4 | NCCN1CCN(CC(=O)N2c3ccccc3C(=O)Nc3cccnc32)CC1 | 11
5 | CCOC(=O)OC(C)OC1=C(C(=O)Nc2ccccn2)N(C)S(=O)(=O)c2ccccc21 (centres undefined) | 13
6 | COc1ccc(CNC(=O)c2ccc(N3CCC4(CC3)CC(c3ccc(Cl)cc3)=NO4)c([N+](=O)[O-])c2)cc1 | 9
7 | O=C1[C@H]2[C@H](C=CC[C@H]2C(=O)N2CCOCC2)CCN1Cc1ccc(Cl)c(Cl)c1 | 20
8 | CC(C)(C)c1ccc(C2=CC(c3ccccc3F)n3ncnc3N2)cc1 (centres undefined) | 10
9 | C/C(=C\CNc1ncnc2nc[nH]c12)CO | 25
10 | CCCCNC(=O)c1onc(CSc2ccccn2)c1C(=O)NCCCC | 4
11 | CCOC(=O)C1=C(C)N(CCCC(=O)O)C(=O)NC1c1ccccc1OS(=O)(=O)c1ccccc1[N+](=O)[O-] (centres undefined) | 14
12 | Nc1nc2c(ncn2CCC(CO)CO)c(=O)[nH]1 | 16

Results in sequence from the list.
Entries 3–12 in PGE2 EP2 inh read 8, 11, 13, 9, 20, 10, 25, 4, 14, 16

Next compounds:
cpd | smiles | PGE2 EP2 inh
13 | COC(=O)CCC(=O)OC1(C)C(=O)C=C2C=C(c3ccsc3)OC=C2C1=O (centres undefined) | 13
14 | COc1ccc(NC(=O)[C@@H]2CC=C[C@@H]3CCN(Cc4ccccc4)C(=O)[C@@H]32)cc1 | 6
15 | O=C(O)C1=C[C@H](c2ccc(C(F)(F)F)cc2)C[C@H](OCCCCO)O1 | 18
16 | CCOC(=O)C[C@H]1c2cc(F)ccc2S(=O)(=O)N1C1CCCC1 | 14
17 | C=C1CCN([C@@H](CC(C)C)C(=O)O)S(=O)(=O)c2ccccc21 | 13
18 | Cc1ccc(Cn2c(C3CCCN3c3nc(-c4ccc(F)cc4)cs3)nc3cc(C(=O)NCCCO)ccc32)cc1 (centres undefined) | 7
19 | COC(=O)C1=C(C(=O)OC)[C@@H]2Nc3ccccc3[C@@]23C[C@@H](C(=O)OC)N(C(=O)COCc2ccccc2)C3=N1 | 16
20 | Cn1cccc1C1C=C(c2ccc(C(C)(C)C)cc2)Nc2ncnn21 (centres undefined) | 3
21 | CC(C)C[C@H]1COCCS(=O)(=O)N1Cc1cccc(Cl)c1 | 15
22 | COC(=O)C1=C(C)NC(C)=C(C(=O)OCC(C)C)C1c1ccccc1[N+](=O)[O-] (centres undefined) | 19
23 | COc1ccc(CNC(=O)[C@@H]2CC=C[C@@H]3CCN(Cc4ccc(Cl)c(Cl)c4)C(=O)[C@@H]32)cc1 | 3
24 | OCCOCCn1c(C(CO)Nc2nc(-c3ccc(F)cc3)cs2)nc2ccccc21 (centres undefined) | 7

Following part.
cpd | smiles | PGE2 EP2 inh
25 | O=C1N[C@@H](Cc2ccccc2)C(=O)N2[C@@H]3N(S(=O)(=O)c4ccc(F)cc4)c4ccccc4[C@]3(Br)C[C@@H]12 | 11
26 | O=C(O)CSC12CC3CC(C1)CC(C(=O)O)(C3)C2 | 9
27 | CC(=O)Oc1ccc(-c2cc3c(OC(C)=O)cc(OC(C)=O)cc3oc2=O)cc1 | 19
28 | Cc1nc(N2CCN(S(=O)(=O)c3ccc(F)cc3)CC2)c2c(C)c(C)sc2n1 | 9
29 | COc1ccc(/C=C/c2c(-c3cccc(C)c3)oc3ccc(N4CCOCC4)cc23)cc1 | 40*
30 | O=C(O)C[C@H]1c2cc(F)ccc2S(=O)(=O)N1C1CCCC1 | 10
31 | CCCCCCCCCCCCN1[C@@H](CC(C)=O)c2cc(F)cc(F)c2S1(=O)=O | 7
32 | COC1=CC(=O)C(O)=C(CCCCCCC/C=C/CCCCCCCC2=C(O)C(=O)C=C(OC)C2=O)C1=O | 54*
33 | COC(=O)C1=CO[C@@H](O[C@@H]2OC(CO)[C@@H](O)[C@@H](O)[C@@H]2O)C2C1CC[C@]2(C)O (some centres undefined) | 15
34 | O=C1O[C@@H]([C@H](O)CO)C(O)=C1O | 10
35 | NNC(=O)c1ccccc1CO | 11
36 | COc1ccc(-n2nnnc2Sc2ccc(S(=O)(=O)N3CCOCC3)cn2)cc1 | 2

Additional compounds follow:
cpd | smiles | PGE2 EP2 inh
37 | O=C(NCc1cc(C(F)(F)F)cc(C(F)(F)F)c1)C1CC(c2ccccc2F)=NO1 (centres undefined) | 22
38 | C=CCN1c2ccccc2[C@]23C[C@@H](C(=O)OC)N(C(=O)NC4CCCC4)C2=NC(C(=O)OC)=C(C(=O)OC)[C@H]13 | 7
39 | C/C(Cl)=C/Cn1c(SCC(C)C)nc2c1c(=O)[nH]c(=O)n2C | 11
40 | CCCCC1=CC2=CC(=O)C(C)(OC(=O)c3ccc(Cl)nc3)C(=O)C2=CO1 (centres undefined) | 14
41 | COC(=O)C1=C(C)N(CCCC(=O)O)C(=O)NC1c1ccc(Cl)cc1 (centres undefined) | 12
42 | Cc1noc(C)c1CSc1nnc2cc(C)c3ccccc3n12 | 19
43 | Cc1c(-n2cc(C(=O)O)c(=O)c3cc(F)c(N4CCCC4)c(F)c32)c(=O)n(-c2ccccc2)n1C | 12
44 | O=C1NCCC12C(=O)Nc1ccccc12 (centres undefined) | 9
45 | CC1(c2nnc(-c3cccc(Cl)c3)o2)CC(c2cccc(Cl)c2)=NO1 (centres undefined) | 22
46 | O=C1c2ccccc2C(=O)N1Cc1nc(-c2ccccc2)no1 | 4
47 | Cc1nc(-c2ccc(Cl)cc2)sc1C1(C)CC(c2ccc(Br)cc2)=NO1 (centres undefined) | 16
48 | Cn1ccnc1-c1nnn(-c2ccc(Cl)c(Cl)c2)n1 | -1

In a second layout: results already given
42. Cc1noc(C)c1CSc1nnc2cc(C)c3ccccc3n12
  PGE2 EP2 inh: 19

46. O=C1c2ccccc2C(=O)N1Cc1nc(-c2ccccc2)no1
  PGE2 EP2 inh: 4

41. COC(=O)C1=C(C)N(CCCC(=O)O)C(=O)NC1c1ccc(Cl)cc1 (centres undefined)
  PGE2 EP2 inh: 12

48. Cn1ccnc1-c1nnn(-c2ccc(Cl)c(Cl)c2)n1
  PGE2 EP2 inh: -1

Later entries
cpd | smiles | PGE2 EP2 inh
49 | CC(C)Sc1nnc(NC(=O)C2CC2)s1 | 9
50 | CC1(c2nnc(-c3cccc(Cl)c3)o2)CC(c2ccccc2F)=NO1 (centres undefined) | 20
51 | CCC1CCCCN1Cc1nc2c(c(=O)n(C)c(=O)n2C)n1Cc1cccc2ccccc12 (centres undefined) | 8
52 | Cc1cccc(CN2C(=O)[C@H]3Cc4c([nH]c5ccccc45)C(C)(C)N3C2=O)c1 | 5
53 | C#Cc1ccc([C@H]2C=C(C(=O)OCC=C)O[C@@H](OCc3ccc(CO)cc3)C2)cc1 | 11
54 | COc1cc(C(=O)Nc2ccc(NC(=O)C(C)C)nc2)cc(OC)c1OC | 12
55 | CC1CCC(NC(=O)c2ccc3c(c2)S(=O)(=O)c2ccccc2C3=O)CC1 (centres undefined) | 11
56 | CN(C/C=C/C#CC(C)(C)C)Cc1cccc2ccccc12 | 18
57 | C#CCOCCOCCOCCNc1nc(N2CCN(C(=O)C([C@@H](C)CC)n3cc(C(N)COC(=O)C(F)(F)F)nn3)CC2)nc(N2CCN(C(=O)C([C@@H](C)CC)n3cc(C(N)CC(C)C)nn3)CC2)n1 (some centres undefined) | 6
58 | c1cc(-c2cc3cc(N4CCOCC4)ccc3o2)cs1 | 11
59 | COC(=O)C1=C[C@@H](C(=O)OC)[C@@H]2C3=C(C(=O)[C@@]2(C)NC(=O)c2ccccc2)[C@H](C)C(C(=O)OC)=C(C(=O)OC)[C@@H]3C1 | 12
60 | COCCN1C(=O)N[C@@H](c2ccccc2)[C@H](C(C)=O)[C@H]1C | 12

Other results follow.
cpd | smiles | PGE2 EP2 inh
61 | CCC(=O)NCCCc1nc(-c2ccccc2)no1 | 5
62 | O=C(Nc1ccc(-c2ccccc2)cc1)c1ccc2c(c1)S(=O)(=O)c1ccccc1C2=O | 15
63 | O=C1N[C@@H](Cc2cn(S(=O)(=O)c3c(F)c(F)c(F)c(F)c3F)c3ccccc23)C(=O)N[C@H]1Cc1ccccc1 | 8
64 | CCCNC(=O)N1C2=NC(C(=O)OC)=C(C(=O)OC)[C@@H]3N(Cc4ccccc4)c4ccccc4[C@]23C[C@H]1CO | 12
65 | COCCN1C(=O)N[C@@H](c2ccccc2)[C@H](C(=O)OC)[C@H]1C | 11
66 | COc1ccc([C@H]2/C=C\CN(C(=O)C3CCCC3)[C@@H](C)C(=O)N2Cc2ccc(F)cc2)cc1 | 13
67 | O=C1c2ccccc2S(=O)(=O)c2cc(N3CCN(c4ccccn4)CC3)ccc21 | 17
68 | Cc1ccccc1COc1ccc(/C(O)=C2/C(=O)C(=O)N(CCCn3ccnc3)C2c2ccco2)cc1 (centres undefined) | 8
69 | O=C(NCC1CC1)c1onc(CSc2ccccc2)c1C(=O)NCC1CC1 | 17
70 | CC1(C)[C@H](C(=O)O)N2C(=O)C[C@H]2S1(=O)=O | 12
71 | CNC(C)C#Cc1ccc2oc3cc(C)c(C)cc3c(=O)c2c1 (centres undefined) | 25
72 | CCOC(=O)c1cn(Cc2ccccc2)c(C(=O)OC(C)(C)C)c1O | 38

The list goes on.
cpd | smiles | PGE2 EP2 inh
73 | Cc1cccc(CN2C(=O)[C@@H]3Cc4c([nH]c5ccccc45)C(C)(C)N3C2=O)c1 | 8
74 | COc1ccc(Nc2nc(N3CCCCC3)nc(N3CCCCC3)n2)c(OC)c1 | 4
75 | CN1CCc2c(sc3c2C(=O)NC(c2ccc4c(c2)OCO4)N3)C1 (centres undefined) | 41*
76 | C=CCOC(=O)C1=C[C@@H](c2ccc(C(F)(F)F)cc2)C[C@@H](OCc2ccc(CO)cc2)O1 | -1
77 | CCOc1ccc2nc(NC(=O)CSc3nnc(-c4ccncc4)n3CC3CCCO3)sc2c1 (centres undefined) | 15
78 | CCN1C(=O)N[C@@H](c2ccccc2)[C@H](C(=O)OC)[C@H]1C | 7
79 | C[C@H]1CCC[C@@]2(O[C@@H](CCO)C[C@H](O)[C@H]2O)O1 | 7
80 | CCCCN1C(N)=NC[C@@H]1CC1CCCCC1 | 15
81 | CC(C)C[C@H]1COCCS(=O)(=O)N1Cc1cccc(F)c1 | 8
82 | COc1cc2sc3ccc(-c4ccc5[nH]ccc5c4)cc3c(=O)c2cc1OC | 12
83 | O=C1N[C@@H](Cc2ccccc2)C(=O)N2[C@@H]3N(S(=O)(=O)c4ccccc4)c4ccccc4[C@]3(Br)C[C@@H]12 | 8
84 | COC(=O)CCC(=O)OC1(C)C(=O)C2=CN(C3CC3)C(c3ccc(OC)cc3)=CC2=C(Br)C1=O (centres undefined) | 11

Next entries
cpd | smiles | PGE2 EP2 inh
85 | O=C(/C=C/c1cccs1)N1CCC2(CC1)Oc1ccc(Cl)cc1C(=O)C21CC(c2ccc(Cl)cc2)=NO1 (centres undefined) | 15
86 | O=C(NCc1ccccc1)C1(C(F)(F)F)C/C(=C/CCO)CCCO1 (centres undefined) | 11
87 | CCO[C@H]1OC(C(=O)NCc2nc3ccccc3[nH]2)=C[C@@H](c2cn(C(C)=O)c3ccccc23)[C@@H]1CCCO | 14
88 | c1ccc(-c2cnc(-c3ccccn3)nn2)cc1 | 20
89 | CNC(C)C#Cc1ccc2sc3cc(OC)c(OC)cc3c(=O)c2c1 (centres undefined) | 8
90 | COc1ccc(CN2[C@@H](CC(=O)O)c3ccc(C(F)(F)F)cc3S2(=O)=O)cc1 | 10
91 | COC(=O)C[C@H]1c2ccc(C(F)(F)F)cc2S(=O)(=O)N1Cc1ccccc1 | 15
92 | CCOc1ccc2c(c1)OC1(CCC(C)C1)CC2=O (centres undefined) | 11
93 | COc1cccc(-c2nn3c(-c4ccco4)nnc3s2)c1 | 6
94 | CCC(=O)OC1(C)C(=O)C=C2C=C(CCCC(=O)OC)OC=C2C1=O (centres undefined) | 10
95 | CCN1C(=O)N(CN2CCOCC2)C2C1N(CN1CCOCC1)C(=O)N2CC (centres undefined) | 12
96 | COC(=O)C1=C(COc2ccccc2)NC(=O)NC1c1ccc(Cl)cc1 (centres undefined) | 20

Later entries:
cpd | smiles | PGE2 EP2 inh
97 | CNC(=O)[C@@]1(Cc2ccccc2)C=C[C@@H](C)N1C(=O)OC | 14
98 | O=C(NCCNCCO)C1(C(F)(F)F)C/C(=C\CCO)CCCO1 (centres undefined) | 12
99 | OCCNc1nc(Nc2ccccc2O)nc(N2CCCC2)n1 | 2
100 | CCCNC(=O)C1CC(=O)N(c2ccc(OCC(=O)Nc3cc(C)cc(C)c3)cc2)C1 (centres undefined) | 7
101 | COC(C/C=C/C(=O)[C@@H](C)OCc1ccccc1)OC | -1
102 | CC1(c2nnc(Cc3ccccc3)o2)CC(c2c(Cl)cccc2Cl)=NO1 (centres undefined) | 8

Given with each value named: entries from further up.
#97 CNC(=O)[C@@]1(Cc2ccccc2)C=C[C@@H](C)N1C(=O)OC
  PGE2 EP2 inh: 14

#98 O=C(NCCNCCO)C1(C(F)(F)F)C/C(=C\CCO)CCCO1 (centres undefined)
  PGE2 EP2 inh: 12

#99 OCCNc1nc(Nc2ccccc2O)nc(N2CCCC2)n1
  PGE2 EP2 inh: 2

Screens (PubChem BioAssay)

These rows are one share of the data; count on the stated rates, not on these rows.
